Screens from PubChem BioAssay.
yeast sgs1 mgt1 – NCI yeast anticancer drug screen, S. cerevisiae sgs1 mgt1 strain; % growth inhibition at 50 µM; 10% of 78,000 active;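 note: 0% = growth of vehicle-only cultures of the same strain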
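Percent growth inhibition was derived by comparing compound-exposed mutant yeast with vehicle-exposed cultures. The strain carries alterations in DNA damage repair.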
mec2-1 – NCI yeast anticancer drug screen, S. cerevisiae mec2-1 strain; AID 157; 9% of 79,000 active; growth inhibition, % at 50 µM;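 note: 0% = growth of vehicle-only cultures of the same strain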
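Vehicle-treated cultures served as reference for growth inhibition of compound-exposed mec2-1 yeast.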
yeast rad50 – NCI yeast anticancer drug screen, S. cerevisiae rad50 strain | 10% of 79,000 active | % growth inhibition at 50 µM;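 note: 0% = growth of vehicle-only cultures of the same strain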
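Yeast carrying a defined DNA repair defect were exposed to test compounds, and growth was compared with vehicle-treated controls to give percent inhibition.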
yeast mlh1 rad18 – NCI yeast anticancer drug screen, S. cerevisiae mlh1 rad18 strain. % growth inhibition at 50 µM. 11% of 79,000 active. AID 175;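 note: 0% = growth of vehicle-only cultures of the same strain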
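Steps: expose repair-defective yeast to compound; measure growth; express inhibition against vehicle-treated controls.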
yeast cln2 rad14 – NCI yeast anticancer drug screen, S. cerevisiae cln2 rad14 strain; growth inhibition, % at 50 µM; 8.3% of 78,000 active; AID 165;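 note: 0% = growth of vehicle-only cultures of the same strain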
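Yeast carrying cln2 and rad14 alterations (cell cycle control and DNA damage repair) were exposed to compounds. Growth inhibition was measured against vehicle-treated controls.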
bub3 – NCI yeast anticancer drug screen, S. cerevisiae bub3 mutant strain; growth inhibition, % at 50 µM; 9.9% of 78,000 active; AID 167;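 note: 0% = growth of vehicle-only cultures of the same strain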
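Part of a panel of yeast mutants defective in DNA damage repair or cell cycle regulation. Each strain is grown with compound, and inhibition is calculated relative to solvent-treated cultures.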
Starred values were filed as active, the others as inactive; & = joins results of further samples. Cut-off read from the data, not from the text of the source: active = growth inhibition above about 70%; inactive = the rest.

Assay codes: A = yeast sgs1 mgt1; B = mec2-1; C = yeast rad50; D = yeast mlh1 rad18; E = yeast cln2 rad14; F = bub3
CC1=NOC(=O)/C1=C/c1ccc([N+](=O)[O-])cc1
  A: 12	B: 1	C: -15	D: 8	E: 14	F: -6
C(#Cc1ccccc1)SC1=C(c2ccccc2)S/C(=C(\SC#Cc2ccccc2)c2ccccc2)S1
  A: -29	B: 8	C: 10	D: -31	E: 11	F: -21
CC(=O)OCC1OC(n2cnc(Br)c2[N+](=O)[O-])C(OC(C)=O)C1OC(C)=O (stereo not given)
  A: 17	B: 3	C: 31	D: 3	E: 14	F: 1
N=C(CNC(=O)OCc1ccccc1)N1CCCC1C(=O)O (stereo not given)
  A: 1	B: 3	C: 14	D: -7	E: -2	F: -2
O=C(NCCCl)Nc1c(Cl)cccc1Cl
  A: 6	B: 14	C: -5	D: -4	E: -19	F: 2
COc1ccc(/C=C2\N=C(c3ccco3)OC2=O)cc1Br
  A: 11	B: 6	C: -5	D: 6	E: 5	F: 27
Cc1cc(C)n2nc(N)c(C#N)c2c1C#N
  A: 1	B: 8	C: 17	D: 62	E: 12	F: 48
CCCCCCN(CCCCCC)P(=O)(N1CC1C)N1CC1C (stereo not given)
  A: 10	B: 32	C: -12	D: 25	E: -8	F: 81*
O=C(CC(=O)c1ccc(Cl)cc1)c1ccc(Cl)cc1
  A: -4	B: 14	C: 13	D: 4	E: 0	F: 9
NNC(=O)c1oc2ccccc2c1CN(CCO)CCO
  A: 3	B: -2	C: 4	D: -5	E: -2	F: -1
O=C(/C=C/c1ccc(O)cc1)OC[C@@H](O)COC1OC(CO)C(O)C(O)C1O (stereo not given in full)
  A: -4	B: -5	C: -6	D: -4	E: 7	F: 8
CC(=O)OCC(CO)(CO)COC(C)=O
  A: -16	B: 9	C: 8	D: -7	E: 7	F: -4
CC(=O)Nc1cc(C)c(C)cc1NC(C)=O
  A: -8	B: -17	C: -24	D: -7	E: -22	F: -5
CCOC(=O)/N=c1/nc2ccn(C)c2c(NC(=O)OCC)s1
  A: -5	B: -4	C: 15	D: -16	E: 11	F: 8
COc1ccccc1OC(=O)Nc1ccc(S(=O)(=O)N(C)C)cc1
  A: 0	B: 8	C: 28	D: 7	E: 4	F: 9
CCc1nc(N)nc(N)c1-c1ccc(NC2CCCCC2)c([N+](=O)[O-])c1
  A: 16	B: 14	C: 10	D: 27	E: 18	F: -6
c1ccc(-c2cc(-c3cccnc3)nc(-c3cccnc3)c2)cc1
  A: 13	B: 0	C: 30	D: 7	E: 7	F: 9
NC1=NC(c2ccc(Cl)cc2)N(c2ccc(S(=O)(=O)Nc3ncccn3)cc2)C(N)=N1 (stereo not given)
  A: -29	B: -17	C: 8	D: 16	E: 47	F: -69
NCCCNCCSSC/C=C\CSSCCNCCCN
  A: -15&2	B: -5&-16	C: -6&2	D: 1&11	E: -17&1	F: -2&8
CC(=O)OC1=CC(n2cc(F)c(=O)[nH]c2=O)OC(C)C1=O (stereo not given)
  A: 86*	B: 88*	C: 70	D: 52	E: 38	F: 62
COc1cc(OC)c(CC(NC(=O)C2CCCCC2)C(=O)O)cc1C (stereo not given)
  A: 1	B: 0	C: -1	D: -8	E: -64	F: -2
CC(=O)C(C)O (stereo not given)
  A: -15	B: -19	C: -28	D: -21	E: -1	F: -21
NCC1OCOC2C(C(=O)O)OCOC12 (stereo not given)
  A: 14	B: 3	C: 11	D: -4	E: -16	F: 4
COC(=O)/C(C#N)=C/NC(=S)Nc1ccccc1
  A: -44	B: -1	C: -48	D: -33	E: 11	F: -26
CC(=O)Nc1ccc(Br)cc1-c1ccc([N+](=O)[O-])cc1
  A: 5	B: 12	C: 8	D: 9	E: -71	F: 6

Some of the entries so far, field by field:
SMILES: C(#Cc1ccccc1)SC1=C(c2ccccc2)S/C(=C(\SC#Cc2ccccc2)c2ccccc2)S1
- yeast sgs1 mgt1: -29
- mec2-1: 8
- yeast rad50: 10
- yeast mlh1 rad18: -31
- yeast cln2 rad14: 11
- bub3: -21
SMILES: CC(=O)Nc1ccc(Br)cc1-c1ccc([N+](=O)[O-])cc1
- yeast sgs1 mgt1: 5
- mec2-1: 12
- yeast rad50: 8
- yeast mlh1 rad18: 9
- yeast cln2 rad14: -71
- bub3: 6
SMILES: O=C(/C=C/c1ccc(O)cc1)OC[C@@H](O)COC1OC(CO)C(O)C(O)C1O (stereo not given in full)
- yeast sgs1 mgt1: -4
- mec2-1: -5
- yeast rad50: -6
- yeast mlh1 rad18: -4
- yeast cln2 rad14: 7
- bub3: 8
SMILES: CCCCCCN(CCCCCC)P(=O)(N1CC1C)N1CC1C (stereo not given)
- yeast sgs1 mgt1: 10
- mec2-1: 32
- yeast rad50: -12
- yeast mlh1 rad18: 25
- yeast cln2 rad14: -8
- bub3: 81*

More compounds
Assay codes: A = yeast sgs1 mgt1; B = mec2-1; C = yeast rad50; D = yeast mlh1 rad18; E = yeast cln2 rad14; F = bub3
O=C1CCC(=O)N1Cl
  A: -4	B: -1	C: 1	D: -14	E: -13	F: -6
O=C(Oc1ccccc1)N1CCCSC1=S
  A: 5	B: -14	C: 19	D: 51	E: 31	F: 16
Nc1ncnc2c1c(-c1ccccc1)cn2-c1ccc(Br)cc1
  A: 94*	B: 22	C: 43	D: 59	E: 28	F: -2
Cc1ccc(OCC(=O)C2CSc3ccc(Cl)cc32)cc1 (stereo not given)
  A: 26	B: 33	C: 68	D: 74*	E: 71*	F: 76*
CC(C)(C)OC(=O)N1CCCC1C1=N/C(=C\c2ccccc2)C(=O)O1 (stereo not given)
  A: 13	B: 11	C: 12	D: 25	E: 14	F: 13
Nc1c(Cl)ccc2c(Cl)ccnc12
  A: -7	B: -10	C: -1	D: 8	E: -21	F: -10
CNC(=O)CNC(N)=O
  A: -36	B: -22	C: -13	D: -5	E: 46	F: -28
CN(C(=O)CCC1OCCO1)c1cc(N)ccc1OCc1ccccc1
  A: -7	B: -1	C: 15	D: -19	E: 5	F: 20
O=[N+]([O-])c1cc(N(c2ccccc2)c2ccccc2)cc([N+](=O)[O-])c1
  A: -30	B: -12	C: 2	D: -23	E: 10	F: -3
O=C1CS(=O)(=O)c2ccccc21
  A: 2	B: 2	C: -11	D: 22	E: -13	F: -9
CCCCCC(C)[P+](c1ccccc1)(c1ccccc1)c1ccccc1 (stereo not given)
  A: 90*	B: 91*	C: 91*	D: 88*	E: 90*	F: 91*
NC(N)=Nc1nc2cc(N)ccc2o1
  A: 3	B: 0	C: 11	D: -5	E: -4	F: -8
Cc1cn(C2CCN(CC3COC(C)(C)O3)O2)c(=O)[nH]c1=O (stereo not given)
  A: -26	B: -12	C: -14	D: -20	E: -25	F: -5
Cc1cc(Cl)cc2c1OCN(C)C2
  A: 99*	B: 99*	C: 99*	D: 100*	E: 99*	F: 99*
CN(C)CC1OCCc2ccccc21 (stereo not given)
  A: 4	B: 3	C: 10	D: 10	E: 1	F: 6
CCOc1ccc(/C=C2\C=Nc3ccccc32)cc1
  A: 3	B: -11	C: -4	D: -5	E: 7	F: 16
CCCCC(C(=O)O)c1ccc(-c2ccccc2)cc1 (stereo not given)
  A: 24	B: -9	C: 10	D: -8	E: -53	F: 10
COC(=O)c1c(C)cccc1C1CN=NC12Cc1ccccc1C2=O (stereo not given)
  A: 33	B: 6	C: 4	D: -33	E: 31	F: 20
C=C1C(=O)C23CC1C[C@H](OC(C)=O)C2C1(C)C(OC(C)=O)C[C@H](O)C(C)(C)[C@H]1C(O)[C@@H]3OC(C)=O (stereo not given in full)
  A: 3	B: -4	C: 10	D: 20	E: -3	F: 24
O=[N+]([O-])c1ncccc1O
  A: -4	B: -3	C: 12	D: 16	E: 9	F: 12
O=C(O)CCC1COc2ccccc2O1 (stereo not given)
  A: 1	B: -8	C: -12	D: -9	E: -10	F: -14
CC(=O)CC1=CC(C(C)(C)C)=CC(=O)C1=O
  A: 30	B: 26	C: 43	D: 49	E: 49	F: 9
COC(=O)[C@@]12OC[C@]34[C@H]([C@@H](O)[C@@H]1O)[C@@]1(C)CC(=O)C(OC(=O)CC(=O)OC5=C(C)[C@@H]6C[C@H]7OC(=O)[C@H](OC(=O)/C=C(\C)C(C)C)[C@H]8[C@]9(C(=O)OC)OC[C@]78[C@H]([C@@H](O)[C@@H]9O)[C@@]6(C)CC5=O)=C(C)[C@@H]1C[C@H]3OC(=O)[C@H](OC(=O)/C=C(\C)C(C)C)[C@@H]24
  A: 92*	B: 92*	C: 90*	D: 84*	E: 90*	F: 92*
Clc1cccc(N=Nc2ccccc2)c1
  A: 14	B: 11	C: 6	D: -1	E: -9	F: 14
CC(=O)OC(C(=O)NNC(=O)OC(C)(C)C)c1ccccc1 (stereo not given)
  A: -38	B: -49	C: -36	D: -29	E: -19	F: -13

Next part.
Assay codes: A = yeast sgs1 mgt1; B = mec2-1; C = yeast rad50; D = yeast mlh1 rad18; E = yeast cln2 rad14; F = bub3
O=C1c2ccccc2C(=O)c2sc(Nc3cc(Cl)ccc3Cl)nc21
  A: 88*	B: 88*	C: 82*	D: 91*	E: 86*	F: 84*
O=C(C#Cc1ccccc1)N1c2ccccc2CC1c1c[nH]c2ccccc12 (stereo not given)
  A: 1	B: -6	C: -7	D: -7	E: 3	F: -3
CCCCCC(O)(CCC)CCC
  A: -4	B: -3	C: -16	D: 22	E: -24	F: 3
O=P(O)(O)OC1C(OP(=O)(O)O)C(OP(=O)(O)O)C(OP(=O)(O)O)C(OP(=O)(O)O)C1OP(=O)(O)O.[Zn+2] (stereo not given)
  A: -17	B: -5	C: -25	D: -6	E: 10	F: -23
Cc1ccc(CNC(=S)NC2CCCCC2)cc1C
  A: 94*	B: 96*	C: 88*	D: 96*	E: 84*	F: 90*
CCOC(=O)C(=N\Nc1ccccc1C)/C(C)=N\NC(N)=S
  A: 75*	B: 48	C: 74*	D: 80*	E: 81*	F: 74*
COC(=O)c1[nH]c(=O)c(C#N)c(C(=O)OC)c1C(=O)c1ccc(Cl)c(Cl)c1
  A: 95*	B: 73*	C: 97*	D: 94*	E: 46	F: 80*
Cc1ccc(N=C2N=C(N3CC(C)OC(C)C3)c3ccccc32)cc1 (stereo not given)
  A: -16	B: -23	C: -13	D: -21	E: -8	F: 0
CCOC(=O)C(NC(=O)c1ccccc1)(Nc1ccc(S(=O)(=O)Nc2ccc(OC)nn2)cc1)C(F)(F)F (stereo not given)
  A: -1	B: -3	C: 1	D: 29	E: 7	F: -6
CCCCCC(=O)OC(CC)CC
  A: -26	B: -6	C: -22	D: -44	E: 3	F: -3
CC(=O)C(C)c1nc(=S)[nH]c(=S)[nH]1 (stereo not given)
  A: 22	B: 12	C: 11	D: 5	E: 9	F: -1
CC1=NN(c2nc(N)nc(NS(=O)(=O)c3cc(C)c(Cl)cc3S)n2)C(C)(C)C1
  A: 36	B: -10	C: 9	D: 20	E: 46	F: 10
CCOC(=O)c1ccc(CCCN)cc1
  A: 13	B: -13	C: -18	D: 1	E: -28	F: -10
CSC(=S)NN=C1CCCC1
  A: 90*	B: 84*	C: 87*	D: 90*	E: 58	F: 95*
Cc1[nH]c(C)c(Br)c(=O)c1F
  A: -12	B: -32	C: -11	D: -5	E: -34	F: 9
O=CNNc1nn2cnnc2c2ccccc12
  A: -7	B: 10	C: -1	D: 10	E: 12	F: -17
Cc1ccccc1C1CCCCC1OS(C)(=O)=O (stereo not given)
  A: -15	B: -1	C: -6	D: -11	E: -8	F: 7
CC(c1cccc2ccccc12)/[N+]([O-])=C/c1ccccc1 (stereo not given)
  A: -33	B: -28	C: -12	D: -12	E: 2	F: -37
CC1=CC(O)(c2nc3ccccc3s2)CC(C)(C)C1 (stereo not given)
  A: 64	B: 56	C: 70	D: 66	E: 48	F: 41
O=[N+]([O-])c1ccc(C2=NN(c3ccccc3)C[N+](c3ccc(Br)cc3)=N2)cc1
  A: 30	B: 7	C: -3	D: 19	E: 0	F: 29
NS(=O)(=O)c1ccc(NC(=O)CC(=O)Nc2ccc(S(N)(=O)=O)cc2)cc1
  A: 21	B: 8	C: 29	D: 27	E: 20	F: -1
O=[N+]([O-])c1ccc(NS(=O)(=O)c2ccccc2)c(NS(=O)(=O)c2ccccc2)c1
  A: 83*	B: 73*	C: 81*	D: 72*	E: 82*	F: 80*
C[N+](C)(C)CC(=O)N/N=C(/Cc1nc2ccc([N+](=O)[O-])cc2[nH]c1=O)C(=O)Nc1cc(C(F)(F)F)ccc1Cl
  A: 3	B: 4	C: -13	D: 16	E: 9	F: -5
Cc1c(N)nc(C(CC(N)=O)NCC(N)C(N)=O)nc1C(=O)NC(C(=O)NC(C)C(O)C(C)C(=O)NC(C(=O)NCCc1nc(-c2nc(C(=O)NCCCNCCCc3ccccn3)cs2)cs1)C(C)O)C(OC1OC(CO)C(O)C(O)C1OC1OC(CO)C(O)C(OC(N)=O)C1O)c1cnc[nH]1 (stereo not given)
  A: 94*	B: 93*	C: 93*	D: 92*	E: 90*	F: 93*
Clc1ccnc2ccc(-c3ccccc3)cc12
  A: 24	B: -3	C: 26	D: 28	E: 7	F: 4
